Screens as filed in PubChem BioAssay.
MOR-DOR ag: OPRM1-OPRD1 heterodimerization agonism. P35372+P41143. cells, luminescence. activation, % at 9.3 µM. 340,000 tested, 0.3% active. AID 504326; in the data active means activation above about 18%;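 further: 0% = vehicle-treated cells and 100% = reference agonist; values of inactives mirror those of a sister screen read the other way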
CAL-PDZ inh HTS: blocks peptide binding to the human CAL PDZ domain; 300,000 tested, 0.92% active; Q9HD26; purified CAL PDZ, TMR-peptide fluorescence polarization, 1 h; inhibition, % at 24.9 µM;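 active means mean inhibition of at least 30% with at least half of replicates also reaching 30%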;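 further: 0% = DMSO neutral control and 100% = excess unlabeled competitor peptide PRC23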
HTR5A ag ctr: HTR5A agonism, opioid heterodimer counter-screen | P47898 | HTR5A agonist assay, luminescence, cell-based | activation, % at 9.3 µM | 340,000 tested, 0.61% active | AID 504692; in the data active means activation mostly above about 9.5%, no sharp cut-off; inactive means mostly below about 7.6%;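 further: 0% = cells with vehicle only and 100% = reference agonist; strong numbers were not always called active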
Target sequence (P47898 whole entry, looked up): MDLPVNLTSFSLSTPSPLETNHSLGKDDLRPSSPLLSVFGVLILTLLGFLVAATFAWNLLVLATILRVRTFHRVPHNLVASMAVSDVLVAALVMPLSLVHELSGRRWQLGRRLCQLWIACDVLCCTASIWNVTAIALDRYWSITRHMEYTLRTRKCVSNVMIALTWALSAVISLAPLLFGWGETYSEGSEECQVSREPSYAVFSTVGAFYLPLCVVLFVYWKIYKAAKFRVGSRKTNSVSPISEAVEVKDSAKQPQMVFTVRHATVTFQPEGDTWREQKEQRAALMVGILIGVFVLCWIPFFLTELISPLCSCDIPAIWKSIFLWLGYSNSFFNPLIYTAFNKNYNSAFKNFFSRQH
C-LANA FP: KSHV C-LANA DNA binding inhibition; 340,000 tested, 0.078% active; inhibition, % at 9 µM; AID 504423; MBP-C-LANA/FAM-LBS DNA binding, fluorescence polarization;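 active means highest replicate inhibition at or above 60% at 9 µM, even if other replicates fall short; inactive means all replicates below 60% inhibition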;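 further: 0% = neutral control wells and 100% = 4 µM acridine orange control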
V-ATPase pH: alters yeast V-ATPase proton transport; response, % at 10 µM; 350,000 tested, 0.37% active; S. cerevisiae, pHLuorin cytosolic pH fluorescence; in the data active means response mostly above about 7.3%, no sharp cut-off; inactive means mostly below about 5.4%; further: actives read high; inactives centre near 0; some compounds called inactive have numbers as strong as hits; reference of the scale not given here
RTF Ca sens inh: cardiac RTF calcium desensitization | P19429+P45379 | IANBD-labeled cardiac RTF, Ca2+ fluorescence | inhibition, % at 7.15 µM | 340,000 tested, 0.12% active | AID 493244;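 active means inhibition above the mean inhibition of all tested compounds plus 3 SD, cut at about 17% in these data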;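 further: assay run at fixed EC70 calcium of 1.6 mM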
Keap1-Nrf2 PPI: inhibitors of human Keap1-Nrf2 protein-protein interaction. Keap1 Kelch-Nrf2 peptide fluorescence polarization, 1536-well. inhibition, % at 9.4 µM. 340,000 tested, 0.15% active. AID 504523; in the data active means inhibition above about 12%;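 further: human Keap1 Kelch domain with fluorescein labeled Nrf2 9mer peptide probe; 0% = neutral control wells and 100% = peptide positive control; higher means more block of Keap1 binding to Nrf2 peptide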
Target sequence (Q14145 whole entry, looked up, the tested form may be a part): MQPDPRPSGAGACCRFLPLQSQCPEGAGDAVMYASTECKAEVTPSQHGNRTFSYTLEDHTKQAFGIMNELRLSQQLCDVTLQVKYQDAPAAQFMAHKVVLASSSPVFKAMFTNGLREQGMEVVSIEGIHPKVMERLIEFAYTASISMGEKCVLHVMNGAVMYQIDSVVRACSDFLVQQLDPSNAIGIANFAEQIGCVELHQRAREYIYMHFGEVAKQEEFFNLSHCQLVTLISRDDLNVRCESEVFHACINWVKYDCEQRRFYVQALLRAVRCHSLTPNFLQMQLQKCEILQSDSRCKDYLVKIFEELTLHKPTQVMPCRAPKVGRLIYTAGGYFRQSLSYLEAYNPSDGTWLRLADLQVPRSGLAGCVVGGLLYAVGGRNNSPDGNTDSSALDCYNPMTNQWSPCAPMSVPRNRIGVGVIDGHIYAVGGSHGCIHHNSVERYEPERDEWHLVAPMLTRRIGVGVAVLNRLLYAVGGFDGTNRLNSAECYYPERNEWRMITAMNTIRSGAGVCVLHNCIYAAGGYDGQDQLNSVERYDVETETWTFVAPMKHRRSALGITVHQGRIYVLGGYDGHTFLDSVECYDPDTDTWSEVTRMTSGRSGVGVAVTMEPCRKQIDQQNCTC
HTR5A inv ag: HTR5A inverse agonism, opioid heterodimer counter-screen. 340,000 tested, 0.083% active. inhibition, % at 9.3 µM. P47898. HTR5A cell line, luminescence; in the data active means inhibition mostly above about 23%, no sharp cut-off; inactive means mostly below about 18%;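 further: 0% = cells with DMSO and 100% = no-cell wells with DMSO; some compounds called inactive have numbers as strong as hits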
MOR-DOR inv ag: inverse agonists of human mu-delta opioid receptor heterodimerization; inhibition, % at 9.3 µM; cell-based MOR-DOR heterodimer luminescence, inverse agonism; 340,000 tested, 0.21% active; P35372+P41143; in the data active means inhibition above about 22%, passing the limit was not always enough;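 further: 0% = cells with DMSO and 100% = wells without cells with DMSO; values of inactives mirror those of a sister screen read the other way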
RTF Ca sens act: increases calcium sensitivity of human cardiac regulated thin filaments; P19429+P45379; IANBD-labeled TnC RTF fluorescence at EC20 calcium; 0% EC20 calcium, 100% full calcium; activation, % at 7.2 µM; 340,000 tested, 0.24% active;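 active means activation above the mean over all tested compounds plus 3 SD, cut at about 30% in these data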;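 further: rise in fluorescence read as greater calcium sensitivity of cardiac thin filaments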
* marks the source's active call; other numbers are inactive results; · = not tested or not shown.

Compound	HTR5A inv ag	MOR-DOR ag	Keap1-Nrf2 PPI	MOR-DOR inv ag	CAL-PDZ inh HTS	RTF Ca sens inh	HTR5A ag ctr	RTF Ca sens act	C-LANA FP	V-ATPase pH
Cc1ccccc1Cn1c(=O)[nH]c2ccccc21	21.8	0.0	-1.7	0.1	·	-7.9	-8.5	2.4	-1.5	3.5
Cc1cc(S(=O)(=O)N2CCCOC2CNC(=O)C(=O)NCCCN2CCOCC2)ccc1F (stereo not drawn)	-3.3	0.0	-2.6	-0.1	-5.3	-9.1	1.3	4.4	1.4	-1.7
COc1ccc(CC(=O)c2ccc(O)cc2O)cc1	12.1	-0.8	-1.7	4.0	-7.3	-3.5	3.7	10.3	3.7	4.0
CCCCCNCc1cccn1C	-3.2	-1.4	-7.2	8.0	6.4	0.0	-1.8	15.2	-0.3	3.5
Cc1cc(C)n2nc(SC3CCCCN(C(=O)c4ccc(F)cc4)C3=O)nc2n1 (stereo not drawn)	-12.8	-1.6	-1.1	8.6	·	-3.6	3.6	7.9	0.6	3.5
Cc1nc(NCCc2ccccc2F)c(C#N)c(C)c1[N+](=O)[O-]	-7.4	4.1	-7.8	-23.4	-1.2	0.9	-3.8	-3.4	-0.4	1.1
COc1ccccc1C(=O)NC(CCSC)C(=O)NCc1ccncc1 (stereo not drawn)	-3.2	-3.1	-2.3	12.2	-6.0	7.9	1.3	1.9	-0.4	-0.7
CCCN(C(=O)CSc1nc2cc(S(=O)(=O)N(CC)CC)ccc2o1)C1CCS(=O)(=O)C1 (stereo not drawn)	-23.2	-0.6	-4.1	3.7	-3.0	0.1	7.7	0.4	-2.2	-1.1
CC1(C)Cc2c(sc(NC(=O)c3ccc4ncsc4c3)c2C(N)=O)C(C)(C)N1	2.8	-2.7	-1.4	13.7	-17.5	-0.4	5.4	0.7	-1.1	-0.6
CCOc1cc(C2C(C(=O)c3ccc(C)cc3)=C(C(=O)OC)Nc3nnnn32)ccc1O (stereo not drawn)	9.1	-3.2	-0.1	15.4	-2.5	3.4	-3.8	1.6	0.5	0.7
O=c1ccc2cc(S(=O)(=O)Nc3ccccc3F)ccc2o1	-0.3	-1.5	1.0	7.4	-2.2	-1.6	0.1	-5.2	0.1	-0.1
Nc1ccccc1SC1CC(=O)N(Cc2ccccc2)C1=O (stereo not drawn)	-7.3	-3.5	1.0	18.0	-2.0	-4.3	2.7	-3.7	-0.7	-0.3

An excerpt from above in order of the C-LANA FP value, largest number first.
canonical_smiles	C-LANA FP
COc1ccc(CC(=O)c2ccc(O)cc2O)cc1	3.7
Cc1nc(NCCc2ccccc2F)c(C#N)c(C)c1[N+](=O)[O-]	-0.4
CCCN(C(=O)CSc1nc2cc(S(=O)(=O)N(CC)CC)ccc2o1)C1CCS(=O)(=O)C1 (stereo not drawn)	-2.2

(listing goes on)
Compound	HTR5A inv ag	MOR-DOR ag	Keap1-Nrf2 PPI	MOR-DOR inv ag	CAL-PDZ inh HTS	RTF Ca sens inh	HTR5A ag ctr	RTF Ca sens act	C-LANA FP	V-ATPase pH
Cc1nc2ccc(Cl)cc2[nH]1	22.0	-1.0	0.0	4.0	-1.9	6.1	-9.0	-0.1	2.0	-2.2
CCC(C)NC(=O)Nc1ccccc1C (stereo not drawn)	-25.6	-2.4	-3.4	11.5	-1.7	5.2	10.5	5.2	2.2	1.4
CC(=O)NCCc1nc2ccccc2n1CCCCOc1ccccc1	2.5	-0.7	-0.7	3.9	-2.1	-10.1	-0.7	5.3	-0.4	-4.6
Cc1occc1-c1nnc(SCC(=O)N(C)c2ccccc2)o1	-17.0	-2.0	-3.6	10.3	18.8	-10.7	7.0	0.8	1.3	-0.3
CC(=O)c1cn(CC(=O)Nc2ccccc2F)c2ccccc12	-19.4	0.0	-1.0	0.1	-1.4	1.6	5.2	2.4	-0.2	-2.9
Cc1nc2cc(NC(=O)Nc3ccc(Br)cc3)ccc2o1	-0.9	4.8	-4.1	-23.8	-6.9	3.8	3.5	1.5	2.0	1.3
COc1ccc(C(=O)C2CCCN(C(=O)c3cccc(N(C)C)c3)C2)cc1OC (stereo not drawn)	9.0	-1.6	-6.8	8.0	-3.7	-11.3	-2.4	-0.3	-0.4	3.8
Cc1cccc(-n2c(Cc3ccccc3)nnc2SCc2ccc([N+](=O)[O-])cc2)c1	1.9	1.1	0.2	-6.0	-0.4	-3.4	-0.6	-3.7	-0.4	2.0
CC(NC(=O)CSc1ccccc1C(=O)O)C1CC2CCC1C2 (stereo not drawn)	0.9	-2.0	0.7	10.2	28.9	-5.2	-0.3	1.8	2.2	-0.1
Cc1cc(-c2ccccc2)cc(C)n1	7.4	-3.5	1.4	16.7	-2.5	1.5	-1.9	-3.7	3.2	2.2
C/C=C(/C)C(=O)Nc1cccc(C2=NOC3(C2)C[C@H](C(N)=O)N(C(=O)c2ccc(Cl)cc2)C3)c1 (stereo partly drawn)	-1.0	-0.6	-6.0	3.5	-0.8	2.5	2.9	-1.3	-1.5	-3.2
COC(=O)NC1c2ccccc2Oc2ccc(C)cc21 (stereo not drawn)	-3.6	-0.6	2.0	3.2	-1.5	2.4	0.9	3.0	-2.2	2.4
COc1ccc(S(=O)(=O)N2CCC(NC(=O)C(Cc3cccc(OC)c3OC)NC(C)=O)CC2)cc1 (stereo not drawn)	·	·	3.2	·	2.7	·	·	·	-1.0	1.1
CNC(=O)OCCSCCS(=O)(=O)c1ccc(Cl)cc1	-18.2	-2.2	4.2	11.1	-0.1	-2.1	1.3	-2.0	-1.1	-1.5
COc1ccc(CNC(=O)[C@@H]2CC=C[C@@H]3CCN(Cc4ccccc4)C(=O)[C@@H]32)cc1	-9.8	1.1	-4.3	-6.3	2.3	-20.0	2.8	3.5	-1.8	0.7
CC(=O)N(Cc1cccnc1)Cc1cc2ccccc2[nH]c1=O	9.4	-0.2	-5.2	1.2	·	-14.9	5.4	-3.3	0.0	-0.2
CC(C(=O)OCC(=O)Nc1ccc(S(N)(=O)=O)cc1)N1C(=O)c2ccccc2C1=O (stereo not drawn)	2.6	-0.2	7.6	0.9	-4.2	-2.7	-0.7	-2.7	-2.9	-3.3
CC(C)C[C@@H](CNCC(=O)[C@H](C)NC(=O)c1[nH]cnc1C(=O)N[C@@H](C)CN)NC(=O)c1nc[nH]c1C(=O)N[C@@H](Cc1ccccc1)C(=O)O	7.6	-1.5	4.0	7.0	-3.9	-12.9	-2.0	-11.6	-0.1	-2.2
CCOc1ccc(S(=O)(=O)N/N=C2/CCCC(=O)C2)cc1	-4.5	-2.3	-3.1	11.7	-1.2	-0.7	1.2	-3.3	0.9	0.4
COc1cccc(CN(C(=O)c2ccccc2)C2CCS(=O)(=O)C2)c1 (stereo not drawn)	18.9	-0.4	-3.8	2.0	·	-10.9	0.0	-0.1	0.9	28.7*
Cn1c(C(=O)N2COCC2(C)C)cc2c(=O)n3ccccc3nc21	20.2	-0.1	1.7	0.8	-2.6	-5.3	8.3	7.5	0.4	5.9
CCS(=O)(=O)N1CCCC(C(=O)NCCCOC(C)C)C1 (stereo not drawn)	1.9	0.5	-3.1	-2.9	-0.7	-11.0	-2.8	-2.4	-1.4	·
CCCC12CN3CC(CCC)(CN(C1)C3C(O)C(O)C(O)CO)C2=O (stereo not drawn)	-0.8	-1.9	1.3	11.2	-3.1	4.8	2.8	3.5	-0.8	0.0
CCC/C(=N\NC(=O)c1ccc(OC)c(OC)c1)c1ccccc1	-17.5	-0.8	-3.1	3.9	26.0	-10.4	7.8	0.1	0.2	-1.0

Grouped by structure, the entries above with a COOH group.
Compound	HTR5A inv ag	MOR-DOR ag	Keap1-Nrf2 PPI	MOR-DOR inv ag	CAL-PDZ inh HTS	RTF Ca sens inh	HTR5A ag ctr	RTF Ca sens act	C-LANA FP	V-ATPase pH
CC(NC(=O)CSc1ccccc1C(=O)O)C1CC2CCC1C2 (stereo not drawn)	0.9	-2.0	0.7	10.2	28.9	-5.2	-0.3	1.8	2.2	-0.1
CC(C)C[C@@H](CNCC(=O)[C@H](C)NC(=O)c1[nH]cnc1C(=O)N[C@@H](C)CN)NC(=O)c1nc[nH]c1C(=O)N[C@@H](Cc1ccccc1)C(=O)O	7.6	-1.5	4.0	7.0	-3.9	-12.9	-2.0	-11.6	-0.1	-2.2

Next records follow.
Compound	HTR5A inv ag	MOR-DOR ag	Keap1-Nrf2 PPI	MOR-DOR inv ag	CAL-PDZ inh HTS	RTF Ca sens inh	HTR5A ag ctr	RTF Ca sens act	C-LANA FP	V-ATPase pH
COC(=O)N1C/C=C\C(c2ccc(OC)cc2)N(Cc2ccc(F)cc2)C(=O)C1 (stereo not drawn)	-12.0	-1.8	-3.6	9.7	0.0	-4.5	-0.9	8.0	-0.8	-0.7
Cc1cc(N2CCN(C)CC2)nc(N2CCOCC2)n1	-15.0	-3.1	-1.7	18.0	-4.0	7.0	5.9	0.6	-1.5	-3.7
CCOc1ccc(CN(C)CC(=O)NCc2ccccc2Cl)cc1	15.6	0.5	-5.4	-2.3	4.4	-6.6	4.9	0.8	-0.5	2.2
CC(=O)Nc1cc(C(=O)N(C)Cc2ccccc2)ccc1S(=O)(=O)c1ccc(C)cc1	-6.2	-2.1	0.8	12.1	1.3	-5.2	1.6	-5.4	-2.6	2.1
COc1ccc(C2NC(=O)C(=O)/C2=C(\O)c2ccc(Cl)cc2)cc1OC (stereo not drawn)	3.7	-2.8	-0.2	15.9	1.6	-5.6	-1.0	0.9	1.1	0.4
Cc1nc2ccc([N+](=O)[O-])cc2c(=O)n1Cc1cccc(Br)c1	10.0	5.7	-2.3	-27.0	0.6	-5.9	-2.7	12.3	-4.1	-0.3
Cc1cc(=O)oc2cc(OCC(=O)NCc3cccnc3)ccc12	-0.4	-0.3	5.6	1.6	-0.9	-7.8	0.2	-1.2	-1.5	-0.3
Cc1cc(OC(C)C)nc(NCc2ccccc2)n1	-4.9	6.4	0.4	-37.3	-11.2	0.8	1.7	3.9	1.0	-0.1
COc1cc(/C=C/C(=O)OCC(=O)Nc2ccc(C)c(S(=O)(=O)N3CCCCC3)c2)ccc1O	-9.7	2.0	5.3	-10.6	-2.5	-14.2	3.8	2.3	-4.3	2.1
COC(=O)C1=C(C)N(Cc2ccco2)C(=O)C1	11.0	1.6	-4.3	-8.6	0.3	2.6	-1.6	5.9	11.3	-0.8
CCCn1c(N)c(C(=O)CN(C)CC(=O)Nc2c(C)cc(C)cc2C)c(=O)[nH]c1=O	10.5	-3.6	-3.4	17.6	-4.3	2.7	-2.7	3.9	-0.3	-5.4
O=C(/C=C/c1cccc2ccccc12)N1CCOCC1	4.8	-3.7	-2.8	18.3	48.7*	4.4	6.8	-3.4	1.1	0.0
O=C(CSc1nnc(-c2ccc(Cl)cc2)n1Cc1ccco1)c1cccs1	11.1	1.7	-7.2	-10.2	-5.5	-20.2	-4.8	3.8	-0.1	-0.4
C/C(CC(=O)Nc1ccc(Cl)c(C(F)(F)F)c1)=N\NC(=O)c1cnccn1	-5.3	0.8	-3.9	-4.0	-2.7	-6.7	-3.8	-0.7	-1.8	-3.0
Cc1nc(C#N)c(N/N=C/c2c(F)cccc2Cl)o1	6.7	0.1	-2.3	-0.8	·	-9.3	-2.3	-2.1	-0.4	-0.6

Some entries already given, showing only HTR5A ag ctr, Keap1-Nrf2 PPI and RTF Ca sens inh:
compound,HTR5A ag ctr,Keap1-Nrf2 PPI,RTF Ca sens inh
Cc1cc(OC(C)C)nc(NCc2ccccc2)n1,1.7,0.4,0.8
COc1cc(/C=C/C(=O)OCC(=O)Nc2ccc(C)c(S(=O)(=O)N3CCCCC3)c2)ccc1O,3.8,5.3,-14.2
